Source: PubChem
Myeloid diff MLP: induction of myeloid progenitor differentiation, primary screen, cell-based, flow cytometry, MLPCN library; ER-HoxA9 myeloid progenitors, lysozyme-GFP differentiation; actives 1% (n = 360,000); calls only at 10 µM;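 active = normalized GFP-positive differentiation at or above the plate's own cutoff, the solvent-only control mean plus 3 SD; inconclusive = no clear call, values can overlap the other calls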;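 note: cells exposed to compound for four days before flow analysis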
Rac1 GTP hydrolysis: MgcRacGAP GTPase-activating activity inhibitors, confirmation, biochemical, ADP Hunter fluorescence. Rac GTPase-activating protein 1 (Homo sapiens). MgcRacGAP-stimulated Rac1 GTP hydrolysis, ADP Hunter fluorescence; higher % means a stronger effect; GST-tagged Rac1 F28L mutant substrate. one-dose inhibition, % at 30 µM; IC50 in µM for titrated hits. actives 0.6% (n = 340,000);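 active = first-screen hits whose inhibition reached a set limit at any dose in the follow-up dose series; inconclusive = inhibition above the set first-screen limit but never retested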;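 note: fluorescence reports GDP produced by GAP-driven GTP hydrolysis; strong numbers were not always called active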
Myeloid diff MLP GFP+ MAC1+ %: also measured in Myeloid diff MLP; calls as there; GFP+ MAC1+ double positive, %; measured here: differentiation confirmed by MAC1 staining
* hit, by the source's call; i = inactive; ? = inconclusive; nt = no result given; + = active, no number.

SMILES	Myeloid diff MLP	Myeloid diff MLP GFP+ MAC1+ %	Rac1 GTP hydrolysis
C/C=C(\C)C(=O)OC1[C@H](OC(C)=O)C2(CO)C(CC1(C)C)C1=CCC3C4(C)CCC(O[C@@H]5O[C@H](C(=O)O)[C@@H](O[C@@H]6O[C@H](CO)[C@@H](O)[C@H](O)[C@H]6O)[C@H](O)[C@H]5O[C@H]5O[C@H](CO)[C@@H](O)[C@H](O)[C@H]5O)[C@](C)(CO)C4CCC3(C)[C@]1(C)C[C@H]2O (stereo partly drawn)	i	1.4	1%
O=C(COC(=O)c1cc(=O)[nH]c2ccccc12)Nc1nc(-c2ccc(F)cc2)cs1	i	0.9	13%
NCC1CCN(c2nc3ccccc3c3c2CCCC3)CC1	i	0.8	6%
Cc1noc(C)c1C(=O)OC(C)C(=O)c1c[nH]c2ccccc12 (stereo not drawn)	i	0.0	2%
COc1ccc(C2/C(=C(/O)c3ccc4c(c3)CC(C)O4)C(=O)C(=O)N2CCCn2ccnc2)cc1OC (stereo not drawn)	i	3.2	2%
CN(Cc1ccccc1)C(=O)c1cccc(NC(=O)Cc2cccc(NC(=O)C3CCN(C(=O)C4CCC4)CC3)c2)c1	i	0.8	3%
COC(=O)N(C)C[C@H]1OCc2cnnn2CCCC(=O)N([C@H](C)CO)C[C@H]1C	i	0.6	10%
Cc1ccsc1C(=O)OCC(=O)Nc1cccc(S(=O)(=O)N2CCCCC2)c1	i	0.8	16%
O=C(Nc1c(Br)cc2c(c1Br)Cc1ccccc1-2)C(F)(F)F	i	1.6	6%
CCN(CC)C(=O)C1=C(C)N(CCC2=CCCCC2)C(=O)C(CC(=O)NCc2cccc3ccccc23)C1 (stereo not drawn)	i	0.9	8%
Nc1ccc(Nc2ccncc2)cc1	i	0.9	247µM*
CCN(CC)C(=O)C1=C(C)N(CCC2=CCCCC2)C(=O)C(CC(=O)NCC2CCCCC2)C1 (stereo not drawn)	i	1.0	11%
Cc1cc(C(=O)C(C(c2ccccc2)N2CCOCC2)N2CCOCC2)ccc1Cl (stereo not drawn)	i	0.5	-3%
c1ccc2nc3c(ccc4ccccc43)cc2c1	i	0.9	6%
CCC(=O)N(C)C[C@@H]1Oc2ncc(Br)cc2C(=O)N([C@@H](C)CO)C[C@H]1C	i	1.0	10%
O=C(NCCNC(=O)Nc1ccc(Cl)cc1)Nc1ccc(Cl)cc1	+	30*	1%
CN(C)c1ccc(C=NNC(=S)Nc2ccc(F)cc2)cc1	i	0.2	11%
Cc1ccc(C(=O)NN=Cc2ccc3c(c2)OCO3)cc1	i	1.6	11%
C[C@H](NC(=O)c1ncn2c1C(=O)N[C@@H](C)C2)C(=O)OC(C)(C)C	i	0.4	-3%
S=c1sscc1-c1ccccc1	i	0.7	15%
Cc1ccc(S(=O)(=O)N(CCCc2c(C)nc(N)[nH]c2=O)Cc2ccc([N+](=O)[O-])cc2)cc1	i	0.6	12%
Nc1ccn([C@@H]2O[C@H](CNC(=O)[C@@H](N)CSCc3ccccc3)[C@@H](O)[C@H]2O)c(=O)n1	i	0.5	7%
CN(C(=O)c1cccc(NC(=O)Cc2ccc(NC(=O)C3CCN(C(=O)C4CC4)CC3)cc2)c1)C1CC1	i	0.8	10%
CCOC(=O)c1[nH]c(C)c(/C(C)=N\O)c1C	i	0.2	8%
C(=Cc1cnnc2ccccc12)c1ccccc1	i	2.3	5%
COc1ncnc2c1ncn2CCCN1CCN(C(=O)C2CC2)CC1	i	1.1	18%
Cc1ccc(C)c(NC(=O)COC(=O)c2cccc(S(=O)(=O)N3CCCC3)c2)c1	i	0.5	16%
CC1(C)CN(c2ccc(Br)cc2)C(=O)[C@H]1CC(=O)Nc1ccccc1	i	0.9	9%
CN(Cc1ccccc1C(F)(F)F)C(=O)C1CCC(=O)N(CC2CCCCC2)C1 (stereo not drawn)	i	0.7	11%
C[C@@H]1CCCCO[C@H](CN(C)C(=O)Nc2ccc3c(c2)OCO3)[C@H](C)CN([C@@H](C)CO)C(=O)c2cc(NS(=O)(=O)c3ccc(Cl)cc3)ccc2O1	i	1.2	10%
Cc1ccccc1NC(=O)C(C)OC(=O)CCC(=O)c1ccccc1 (stereo not drawn)	i	0.5	19%
COc1cc2c(cc1OC)C(Cc1ccccc1[N+](=O)[O-])=NCC2	i	0.6	4%
Nc1ccc2[nH]c(=S)[nH]c2c1	i	1.2	19µM*
C[C@H](CO)N1C[C@H](C)[C@@H](CN(C)Cc2ccc(-c3ccccc3)cc2)Oc2ncc(C#C[C@@H](C)O)cc2C1=O	i	0.6	10%
O=C(CNc1cc(S(=O)(=O)N2CCOCC2)ccc1N1CCCC1)Nc1ccc(Cl)cc1F	i	0.0	4%
CN(Cc1c(F)cccc1Cl)C(=O)COC(=O)Cn1cnc2ccccc2c1=O	i	0.6	-24%

Profiles, quoted from the list. Order of values: Myeloid diff MLP	Myeloid diff MLP GFP+ MAC1+ %	Rac1 GTP hydrolysis
`O=C(CNc1cc(S(=O)(=O)N2CCOCC2)ccc1N1CCCC1)Nc1ccc(Cl)cc1F` is listed as i	0.0	4%
`CN(Cc1c(F)cccc1Cl)C(=O)COC(=O)Cn1cnc2ccccc2c1=O` is listed as i	0.6	-24%

The listing picks up, starting 2 compounds before the break.
SMILES	Myeloid diff MLP	Myeloid diff MLP GFP+ MAC1+ %	Rac1 GTP hydrolysis
O=C(CNc1cc(S(=O)(=O)N2CCOCC2)ccc1N1CCCC1)Nc1ccc(Cl)cc1F	i	0.0	4%
CN(Cc1c(F)cccc1Cl)C(=O)COC(=O)Cn1cnc2ccccc2c1=O	i	0.6	-24%
C[C@@H]1CN([C@@H](C)CO)C(=O)CCCn2nncc2CO[C@@H]1CN(C)S(=O)(=O)c1ccccc1C#N	i	2.0	9%
O=[N+]([O-])c1ccc(NS(=O)(=O)c2ccccc2)c(Cl)c1	i	0.8	-2%
CC1CCN(C(=O)COC(=O)c2ccccc2NCCO)CC1	i	0.5	15%
COC(=O)N(C)C[C@@H]1OCc2cnnn2CCCC(=O)N([C@@H](C)CO)C[C@H]1C	i	2.1	7%
CCOC(=O)c1c(NC(=O)COC(=O)CCCOc2ccc(OC)cc2)sc(C(=O)N(C)C)c1C	i	0.3	4%
COC(=O)c1ccc(C(=O)OC)c(NC(=O)C2CC(=O)N(C3CCCC3)C2)c1 (stereo not drawn)	i	0.3	3%
Cc1cccc(Nc2cc(=O)n(C)c(=O)n2C)c1	i	2.2	11%
C=C1C(=O)OCC2C(C(=O)O)=CC3C(C)C(C)=CC123 (stereo not drawn)	i	1.7	4%
C[C@@H]1CN([C@H](C)CO)C(=O)CCCn2nncc2CO[C@@H]1CN(C)C(=O)c1ccncc1	i	0.9	8%
CC(=O)Nc1c(Cl)cc2c(c1Cl)Cc1ccccc1-2	i	0.6	4%
CN(CCc1ccccc1)C(=O)c1cccc(NC(=O)Cc2cccc(NC(=O)C3CCCN(S(=O)(=O)c4cccc([N+](=O)[O-])c4)C3)c2)c1 (stereo not drawn)	?	nt	8%
Cc1cc(NC(=O)NCc2ccco2)ccc1NC(=O)NCc1ccco1	i	0.7	5%
CCn1cc(CN2CCC(C(=O)Nc3ccc(Oc4ccccc4F)cc3)CC2)cn1	i	1.1	9%
COc1ccc(-n2c(COc3ccc(Cl)cc3Cl)n[nH]c2=S)cc1	i	1.0	-8%
Cc1cc(C)cc(NS(=O)(=O)CCCS(=O)(=O)Nc2cc(C)cc(C)c2)c1	i	1.3	-3%
CN(CCN1CCOCC1)C(=O)c1cc(COc2ccc(F)cc2Cl)on1	i	0.4	13%
CCCCN1CC(COc2ccccc2)Oc2cccc(F)c2S1(=O)=O (stereo not drawn)	i	0.5	9%
CN1C(c2ccc(F)cc2)=CS/C1=C(/C#N)c1nnc2n1-c1ccccc1SC2	i	1.7	-1%
COc1cccc(NC(=O)N(C)C[C@@H]2OCc3cnnn3CCCC(=O)N([C@H](C)CO)C[C@@H]2C)c1	i	0.9	13%
C[C@@H]1CCCCO[C@@H](CN(C)Cc2ccc(C(F)(F)F)cc2)[C@@H](C)CN([C@H](C)CO)C(=O)c2cc(N(C)C)ccc2O1	i	0.6	19%
C[C@H]1CN([C@@H](C)CO)C(=O)CCCn2nncc2CO[C@@H]1CN(C)Cc1ccc(Cl)c(Cl)c1	i	1.7	14%
O=C(CN(C1CCCCC1)S(=O)(=O)c1ccc(F)cc1)NCC1CCCO1 (stereo not drawn)	?	nt	9%
CC(C)c1ccc(NC2CCCN(C(=O)CN3CCCCC3=O)C2)cc1 (stereo not drawn)	i	0.5	-8%
CCc1csc(CNC(=O)C2CCC(=O)N(Cc3cccc(OC)c3)C2)n1 (stereo not drawn)	i	0.6	7%

Quoted from the listing:
`CCn1cc(CN2CCC(C(=O)Nc3ccc(Oc4ccccc4F)cc3)CC2)cn1` @ Myeloid diff MLP GFP+ MAC1+ %: 1.1
`O=C(CN(C1CCCCC1)S(=O)(=O)c1ccc(F)cc1)NCC1CCCO1` (stereo not drawn) @ Rac1 GTP hydrolysis: 9%
`CCCCN1CC(COc2ccccc2)Oc2cccc(F)c2S1(=O)=O` (stereo not drawn) @ Myeloid diff MLP GFP+ MAC1+ %: 0.5
`C[C@@H]1CCCCO[C@@H](CN(C)Cc2ccc(C(F)(F)F)cc2)[C@@H](C)CN([C@H](C)CO)C(=O)c2cc(N(C)C)ccc2O1` @ Rac1 GTP hydrolysis: 19%
`CN1C(c2ccc(F)cc2)=CS/C1=C(/C#N)c1nnc2n1-c1ccccc1SC2` @ Rac1 GTP hydrolysis: -1%
`CCc1csc(CNC(=O)C2CCC(=O)N(Cc3cccc(OC)c3)C2)n1` (stereo not drawn) @ Rac1 GTP hydrolysis: 7%

The list continues:
SMILES	Myeloid diff MLP	Myeloid diff MLP GFP+ MAC1+ %	Rac1 GTP hydrolysis
CSc1nc(NCCN(C)C)c2sc3nc(-c4ccco4)c4c(c3c2n1)CCC4	i	0.5	12%
O=C(Nc1ccc(S(=O)(=O)N2CCCC2)cc1)c1ccc(F)cc1	i	0.9	-1%
O=C(c1cccs1)N1C[C@H](O)[C@@H](n2cc(-c3ccc(F)cc3)nn2)C[C@@H]1c1ccccc1	i	0.4	7%
CN(C(=O)c1cccc(NC(=O)Cc2ccc(NC(=O)C3CCN(C(=O)c4ccccc4)CC3)cc2)c1)C1CCC1	i	0.5	13%
COc1ccc(C(=O)NCC(c2ccco2)N2CCOCC2)cc1 (stereo not drawn)	i	1.2	-24%
Cc1cc(C)c(S(=O)(=O)Oc2ccccc2[N+](=O)[O-])c(C)c1	?	nt	1%
COc1ccccc1N1CCN(S(=O)(=O)CCNC(=O)/C=C/c2ccc3c(c2)OCO3)CC1	i	0.9	12%
O=c1c2ccccc2on1-c1ccccc1	i	1.1	9%
C#CC(c1ccccc1)(c1ccccc1)n1ccnc1	i	0.5	13%
Cc1ccc(C(=O)COC(=O)CN2C(=O)C3CC=CCC3C2=O)cc1C (stereo not drawn)	i	0.6	13%
C[C@@H](NC(=O)c1ncn2c1C(=O)NC[C@@H]2C)c1ccccc1	i	1.1	12%
Cc1cc(NC2=CC(=O)C(=O)c3ccccc32)no1	i	4.1	-5%
Cc1ccccc1CC1(CO)CCCN(C(=O)c2ccoc2)C1 (stereo not drawn)	i	0.5	-25%
CN(CC(=O)Nc1cccc(F)c1)C(=O)/C=C/c1ccc(S(=O)(=O)N2CCCCCC2)cc1	i	0.3	1%
Cc1ccc(CC(=O)Nc2cccc(C(=O)Nc3c(C)n(C)n(-c4ccccc4)c3=O)c2)cc1C	i	1.3	13%
C[C@@H]1CN([C@@H](C)CO)S(=O)(=O)c2ccc(Br)cc2O[C@H]1CN(C)C(=O)c1ccncc1	i	0.4	12%
CC1CCc2c(sc(NC(=O)c3noc4c3CCCC4)c2C(N)=O)C1 (stereo not drawn)	i	0.5	11%
COc1cccc(CC(NC(C)=O)C(=O)NC2CCN(c3c4c(nc5ncnn35)CCC4)CC2)c1 (stereo not drawn)	i	0.7	9%
CCOc1ccccc1C=NNC(=O)c1cccc2ccccc12	i	1.1	3%
Cc1cc(=O)[nH]c(N2CCCCC2)n1	i	0.1	-5%
CCCN(CC(=O)Nc1ccccc1OC)CC(=O)c1c(N)n(Cc2ccccc2)c(=O)n(C)c1=O	i	0.1	5%
COc1ccc(CN2C(=O)C(CC(=O)NCCN3CCOCC3)CC(C(=O)N3CCOCC3)=C2C)cc1 (stereo not drawn)	i	0.1	15%
CCN(CC(=O)Nc1c(F)cccc1F)C(=O)C1CCCO1 (stereo not drawn)	i	0.9	5%
Oc1ccccc1C=NN1CCCCCC1	i	0.8	2%
CC12CCC(CC1O)C2C(=O)O (stereo not drawn)	i	0.8	2%
CCOC(=O)C1OC1(c1ccccc1)c1ccccc1 (stereo not drawn)	i	0.8	5%
COc1ccc(CC(=O)NCc2nnc(SCC(=O)N3CCN(c4ccccc4)CC3)n2C)cc1	i	0.8	9%
O=C1NCC(Nc2ccc(Br)cc2)C(=O)N1 (stereo not drawn)	i	0.7	3%
CN1CCN(S(=O)(=O)c2cccc(C(=O)N(C)CC(=O)Nc3ccc(Cl)c(Cl)c3)c2)CC1	i	0.5	8%
S=c1cn[nH]c2ccccc12	i	0.4	10%
O=C(CSc1nnc(-c2c[nH]c3ccccc23)n1C1CC1)NC1CCS(=O)(=O)C1 (stereo not drawn)	i	0.5	1%
N#CC(=C(O)COC(=O)Cc1c[nH]c2ccccc12)c1nc2ccccc2[nH]1	i	1.4	0%
C[C@H]1CN([C@@H](C)CO)C(=O)Cc2cc(NC(=O)Nc3ccccc3)ccc2O[C@H]1CN(C)Cc1ccccc1	i	3.3	10%

Only part of the results is shown; the hit share may differ from the screen's.
